# NFkB transloc pot = enhances IL-1B driven NFkB nuclear translocation | HUVEC IL-1B NFkB p65 nuclear translocation imaging | 94,000 tested, 0.3% active | activation, % at 2 µM;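 active = activation above 40%, about the mean plus 3 SD, also judged a hit on visual image review; inconclusive = activation above 40% but not a hit on visual review; inactive = activation not above 40% and no visual hit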;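 note: percent activation is computed from the nuclear over cytoplasmic p65 intensity ratio; values of inactives mirror those of a sister screen read the other way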
# Bcl-B TR3 displacers = displacers of TR3 peptide from Bcl-B, primary screen, selectivity assay for Bfl-1 inhibitor project, biochemical, fluorescence polarization; displacement, % at 20 µM, or IC50 in µM where a hit was titrated; 96,000 tested, 0.11% active; FP displacement of FITC-TR3 peptide from Bcl-B; higher % means a stronger effect;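 active = displacement above 50% at 20 µM plus a fluorescence interference ratio under 1.5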;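 note: plate controls were wells without compound for no effect and wells lacking Bcl-B protein for full effect; a part of the inactive calls stands beside numbers as strong as those of hits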
# NFkB transloc inh = blocks IL-1B driven NFkB nuclear translocation in HUVEC cells; HUVEC IL-1B NFkB p65 nuclear translocation imaging; 94,000 tested, 0.43% active; AID 796; inhibition, % at 2 µM;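 active = inhibition above about 30% together with a positive call from visual inspection of the well image, limit read from the data; inconclusive = inhibition above a set limit but visual check negative; inactive = inhibition not above a set limit, visual check negative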;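 note: nuclear over cytoplasmic p65 intensity ratio measured by imaging; 0% = IL-1B stimulated DMSO wells and 100% = unstimulated DMSO wells; values of inactives mirror those of a sister screen read the other way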
# PLAP inhibition = inhibition of human placental alkaline phosphatase – biochemical, luminescence, HTS (AID 690); purified PLAP, luminescent substrate; higher % means a stronger effect; inhibition, % at 20 µM; hits with a dose series show IC50 in µM; 96,000 tested, 0.08% active; in the data active = a potency from the dose series; inactive = the rest, 99 in 100 with inhibition below about 30%; note: strong numbers were not always called active
# MRP reversal = compounds reversing MRP-mediated drug resistance; differential viability (reversal), % at 10 µM; AID 602; H69AR cells + 2 uM doxorubicin, CellTiter-Glo, 72 h; 85,000 tested, 0.04% active;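 active = viability drop by adding the cancer drug above about 55%, with treated viability meeting a 40% cutoff, limit read from the data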;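 note: viability without doxorubicin minus viability with 2 µM doxorubicin for each compound; larger differential means the compound sensitizes cells more to doxorubicin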
# MRP reversal cytotoxicity = further read-out of MRP reversal, marked with its call; viability, %; H69AR cells, CellTiter-Glo, 72 h; measured here: cytotoxicity without doxorubicin
# MRP reversal with doxorubicin = recorded beside MRP reversal, whose call it bears; viability, %; measured here: viability with 2 uM doxorubicin; active compounds read low
# NFkB transloc inh cell count 2 µM = second read-out of NFkB transloc inh, no call of its own (marks repeat the call); cell count; measured here: cells passing quality filter;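 raw number of nuclei counted in each imaged well without normalization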
# NFkB transloc pot cell count 2 µM = second read-out of NFkB transloc pot, no call of its own (marks repeat the call); cell count; measured here: cells passing quality filter
# Starred values were filed as active, the others as inactive; ? = inconclusive; nt = no result given. Not all compounds are listed (hit frequency here may not be typical).
SMILES,NFkB transloc pot,NFkB transloc pot cell count 2 µM,Bcl-B TR3 displacers,NFkB transloc inh,NFkB transloc inh cell count 2 µM,PLAP inhibition,MRP reversal,MRP reversal cytotoxicity,MRP reversal with doxorubicin
COc1cc(Cn2c(-c3nonc3N)nc3ccccc32)ccc1C,-9,118,-21%,9,118,30%,-15,18,33
COCCn1c(-c2ccccc2F)n[nH]c1=S,6,134,1%,-6,134,4%,-3,90,93
COCCn1nnnc1C(c1cc2cc(C)ccc2[nH]c1=O)N1CCc2ccccc21 (centres undefined),-2,65,-4%,2,65,17%,6,93,87
Cc1ccc2oc3c(c(=O)c2c1)C(c1cccc(O)c1)N(c1ccccn1)C3=O (centres undefined),nt,nt,2%,nt,nt,-24%,3,86,83
Nc1nc2ccccc2nc1N,nt,nt,6%,nt,nt,-20%,-1,90,91
CCOC(=O)c1cc2sccc2n1Cc1ccccc1,-7,128,-11%,7,128,7%,-1,93,94
O=C1/C(=C\c2ccc(-c3ccccc3[N+](=O)[O-])o2)C(c2ccccc2)=NN1c1ccccc1,-1,167,nt,0,167,nt,9,83,74
CC(C)(/C=N/O)/[N+]([O-])=C/c1ccco1,5,200,1%,-5,200,21%,12,98,86
Cc1ccc(NC(=O)C2C(C(=O)O)C3C=CC2C32CC2)cc1 (centres undefined),18,57,5%,-18,57,16%,-2,93,96
CCc1ccc(N(C(=O)CNC(=O)c2cccs2)C(C(=O)NC(C)(C)C)c2cc(OC)c(OC)c(OC)c2)cc1 (centres undefined),-4,157,4%,4,157,-28%,nt,nt,nt
CCOc1ccccc1NC(=O)c1nc[nH]c1C(=O)Nc1ccccc1OCC,2,195,-24%,-2,195,20%,-9,56,65
Cc1nc2ccccn2c1C(=O)NCc1ccc2c(c1)OCO2,-1,98,2%,1,98,24%,8,92,83
c1ccc(Cc2nn3c(Cn4cnc5ccccc54)nnc3s2)cc1,-11,103,0%,11,103,-1%,2,93,91
CN(C)c1ccc(C(c2nnnn2C(C)(C)C)N2CCc3ccccc3C2)cc1 (centres undefined),nt,nt,-6%,nt,nt,6%,4,91,87
COc1ccc(N(CC(=O)NC2CCCC2)C(=O)Cn2nnc(-c3ccc(C)cc3)n2)cc1OC,-3,222,-3%,3,222,7%,-17,76,93
COC(=O)c1ccc2c(=O)n(CCCCCC(=O)NCc3ccccc3)c(=O)[nH]c2c1,14,83,8%,-14,83,-1%,-9,79,88
COc1ccc(OC)c(NS(=O)(=O)c2cc(OC)ccc2OC)c1,-9,188,1%,9,188,-17%,4,84,81
O=C(O)c1ccc(-n2cccc2)cc1O,nt,nt,-1%,nt,nt,22%,-11,97,108
Cc1c(C(=O)O)oc2ccc(S(=O)(=O)N3CCC(C)CC3)cc12,nt,nt,-3%,nt,nt,2%,13,95,82
COC(=O)c1cc(Br)c(=O)n(Cc2ccc(OC)c(OC)c2)c1,-4,166,-3%,4,166,-6%,16,107,90
COc1cc([N+](=O)[O-])ccc1NC(=O)CCCOc1ccccc1,1,111,2%,-1,111,-9%,nt,nt,nt
COc1ccc(C(=O)NCc2ccccc2)cc1S(=O)(=O)N1CCCc2ccccc21,-17,163,2%,17,163,-16%,nt,nt,nt
O=C(CSc1nnc(CNC(=O)c2ccccc2F)o1)c1ccccc1,4,70,-3%,-4,70,-23%,14,104,90
CCOc1cc(/C=N/NC(=O)CNc2ccc(C)cc2)ccc1OC(=O)c1ccccc1,nt,nt,-2%,nt,nt,-45%,-20,47,67
C/C(=C\C(=O)c1ccccc1)NCc1ccc(F)cc1,?,nt,-6%,-47,143,3%,nt,nt,nt
CCOC(=O)C1CCCCN1Cc1cc(Cl)ccc1O (centres undefined),-10,34,-5%,10,34,-15%,21,96,75
CCOc1ccc(S(=O)(=O)NCc2ccco2)cc1,11,219,-8%,-11,219,3%,nt,nt,nt
CC(C)C(c1nnnn1Cc1ccc(F)cc1)N1CCN(C(=O)c2ccco2)CC1 (centres undefined),35,113,8%,-35,113,-73%,14,94,80
Cc1cc(O)ccc1Nc1nc(-c2sc(N)nc2C)cs1,16,155,0%,-16,155,-17%,-6,80,86
CN(C(=O)c1cc2sccc2n1C)C1CCCCC1,15,133,-6%,-15,133,-59%,0,87,87
Clc1ccc(Sc2cc(N3CCOCC3)nc(-c3ccccc3)n2)cc1,2,178,2%,-2,178,6%,nt,nt,nt
CCOC(=O)c1c(NC(=O)CSc2nnc(CNc3ccc(C)cc3C)o2)sc(C)c1C,13,121,nt,-13,121,nt,9,93,84
CC(C)n1c(SCC(N)=O)nc2c1c(=O)[nH]c(=O)n2C,nt,nt,12%,nt,nt,9%,-2,92,93
FC(F)(F)c1cc(-c2ccco2)nc(NCc2cccnc2)n1,16,141,-2%,-16,141,-23%,-16,29,46
CCN(CC)C(=O)CP(=O)(c1ccccc1)c1ccccc1,24,100,18%,-24,100,-7%,-6,87,93
Clc1ccc(SCc2cn3ccsc3n2)cc1,39,110,-1%,-39,110,24%,7,94,87
O=C(/C=C/Nc1ccc(OC(F)(F)F)cc1)C(F)(F)F,-6,172,-6%,6,172,7%,nt,nt,nt
Cc1nn(CC(=O)NNC(=S)Nc2ccccc2)c(C)c1[N+](=O)[O-],0,143,-6%,0,143,-86%,nt,nt,nt
COc1nc(N(C)C)nc(-n2nnc(C(C)=O)c2C)n1,13,78,-13%,-13,78,-13%,nt,nt,nt
Cc1ccc(S(=O)(=O)Nc2cc(C(=O)N3CCOCC3)ccc2N2CCCCC2)cc1,23,120,-6%,-23,120,-25%,26,103,77
COc1ccc(CN(CCC#N)C(=S)NC(=O)c2ccccc2)cc1,0,86,15%,0,86,-24%,nt,nt,nt
C#CCNc1nc(C(C)C)nc2c1nnn2Cc1ccccc1F,nt,nt,-6%,nt,nt,4%,14,104,90
COc1cc(NC(=O)COC(=O)/C=C/c2c(C)nn(C3CCS(=O)(=O)C3)c2Cl)cc(OC)c1OC (centres undefined),-4,149,5%,4,149,-22%,nt,nt,nt
O=C(CN1C(=O)COc2ccccc21)N(CCCN1CCOCC1)CC1CC=CCC1 (centres undefined),nt,nt,-2%,nt,nt,-80%,4,92,88
c1ccc2[nH]c(N3CCOCC3)nc2c1,nt,nt,-2%,nt,nt,15%,-4,101,105
O=C(Cn1nc(-c2ccccc2)nc1-c1ccccc1)OC1CCCCC1,-2,119,nt,2,119,nt,9,90,80
COc1ccc(NC(=O)C2CCN(Cc3cnn(-c4ccccc4)c3-n3cccc3)CC2)cc1OC,-6,62,-13%,6,62,-201%,13,104,91
Cc1cc(SCC(=O)c2ccc3c(c2)OCO3)nc2ccccc12,-57,80,-59%,57*,80*,27%,1,84,83
O=C(c1ccco1)N1CCN(c2nc3ccccc3n3nnnc23)CC1,nt,nt,30%,nt,nt,-9%,-8,68,76
Cc1cc[n+]2c3c(cccc13)CCC2,14,73,nt,-14,73,3%,6,95,89

# (continued)
SMILES,NFkB transloc pot,NFkB transloc pot cell count 2 µM,Bcl-B TR3 displacers,NFkB transloc inh,NFkB transloc inh cell count 2 µM,PLAP inhibition,MRP reversal,MRP reversal cytotoxicity,MRP reversal with doxorubicin
CS(=O)(=O)N(CC(=O)Nc1ccccc1C(=O)N1CCOCC1)c1ccc2c(c1)OCO2,26,125,-6%,-26,125,8%,4,100,96
CC(C)CCNC(=O)C(c1ccncc1)N(Cc1cccs1)C(=O)Cn1nnc(-c2ccc(F)cc2)n1 (centres undefined),-5,119,nt,5,119,nt,-30,40,70
CCCOc1ccc(/C=N/O)cc1,-14,163,9%,14,163,17%,-10,89,99
O=C(CN1CCN(Cc2ccccc2)CC1)NC(=O)NC1CCCCC1,5,105,-2%,-5,105,-24%,19,104,85
CCCNS(=O)(=O)c1cccc2cccnc12,8,166,-15%,-8,166,14%,-9,102,111
CCOC(=O)c1sc(=S)n(C)c1C,4,193,-3%,-4,193,-23%,10,94,85
CCC(C)N1CC(O)=C(c2nc3ccccc3[nH]2)C1=N (centres undefined),4,95,2%,-4,95,-86%,12,91,80
Cc1cccc(N2CCCn3c2nc2c3c(=O)n(CCN3CCOCC3)c(=O)n2C)c1,2,82,-6%,-2,82,-22%,-10,55,64
Cc1cc(C(=O)NNC(=S)NCC(C)C)no1,-5,181,5%,4,181,-84%,nt,nt,nt
Cc1cc(C)c(S(=O)(=O)c2ccccc2)c(OC(=O)c2c(F)cccc2Cl)n1,-11,53,-2%,11,53,2%,6,81,76
Cc1cccc(N2C(=O)CC(SC(=Nc3ccccc3)Nc3ccccc3)C2=O)c1 (centres undefined),-6,150,-4%,6,150,-9%,nt,nt,nt
O=C1CNC(=O)N1CC(=O)N1CCCc2ccccc21,-12,98,8%,12,98,-18%,12,100,88
CN(C)CCSc1nc(-c2ccccc2)nc2c1COC(C)(C)C2,-15,142,0%,15,142,-68%,2,62,60
c1ccc(-c2csc3ncnc(NCCCN4CCOCC4)c23)cc1,5,152,nt,-5,152,nt,-3,63,66

# Filtered by structure, the compounds so far containing fluorine
SMILES,NFkB transloc pot,NFkB transloc pot cell count 2 µM,Bcl-B TR3 displacers,NFkB transloc inh,NFkB transloc inh cell count 2 µM,PLAP inhibition,MRP reversal,MRP reversal cytotoxicity,MRP reversal with doxorubicin
COCCn1c(-c2ccccc2F)n[nH]c1=S,6,134,1%,-6,134,4%,-3,90,93
O=C(CSc1nnc(CNC(=O)c2ccccc2F)o1)c1ccccc1,4,70,-3%,-4,70,-23%,14,104,90
C/C(=C\C(=O)c1ccccc1)NCc1ccc(F)cc1,?,nt,-6%,-47,143,3%,nt,nt,nt
CC(C)C(c1nnnn1Cc1ccc(F)cc1)N1CCN(C(=O)c2ccco2)CC1 (centres undefined),35,113,8%,-35,113,-73%,14,94,80
FC(F)(F)c1cc(-c2ccco2)nc(NCc2cccnc2)n1,16,141,-2%,-16,141,-23%,-16,29,46
O=C(/C=C/Nc1ccc(OC(F)(F)F)cc1)C(F)(F)F,-6,172,-6%,6,172,7%,nt,nt,nt
C#CCNc1nc(C(C)C)nc2c1nnn2Cc1ccccc1F,nt,nt,-6%,nt,nt,4%,14,104,90
CC(C)CCNC(=O)C(c1ccncc1)N(Cc1cccs1)C(=O)Cn1nnc(-c2ccc(F)cc2)n1 (centres undefined),-5,119,nt,5,119,nt,-30,40,70
Cc1cc(C)c(S(=O)(=O)c2ccccc2)c(OC(=O)c2c(F)cccc2Cl)n1,-11,53,-2%,11,53,2%,6,81,76

# Shown bar-delimited: entries from further up
molecule | NFkB transloc pot | NFkB transloc pot cell count 2 µM | Bcl-B TR3 displacers | NFkB transloc inh | NFkB transloc inh cell count 2 µM | PLAP inhibition | MRP reversal | MRP reversal cytotoxicity | MRP reversal with doxorubicin
Cc1cccc(N2C(=O)CC(SC(=Nc3ccccc3)Nc3ccccc3)C2=O)c1 (centres undefined) | -6 | 150 | -4% | 6 | 150 | -9% | nt | nt | nt
O=C1CNC(=O)N1CC(=O)N1CCCc2ccccc21 | -12 | 98 | 8% | 12 | 98 | -18% | 12 | 100 | 88
CN(C)CCSc1nc(-c2ccccc2)nc2c1COC(C)(C)C2 | -15 | 142 | 0% | 15 | 142 | -68% | 2 | 62 | 60

# Assay outcomes deposited in PubChem BioAssay by several laboratories.
